High-throughput results deposited in PubChem BioAssay by National Center for Advancing Translational Sciences (NCATS).
Imprint erasure: qHTS Assay for Compounds that Induce Erasure of Genomic Imprints. mouse ES Peg3-LacZ reporter, beta-gal luminescence, 40 h. Potency, µM (doses to about 60.7 µM), for the others: at the top dose activity change, positive = activation, hits mostly activators. actives 0.02% (n = 110,000);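 further: 0% = negative control wells on the plate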
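Gelatin-coated wells received 300 freshly trypsinized female ES cells with a Peg3LacZ-Neo reporter on the maternal allele, then incubated 40 hours at 37C. BetaGlo was added for 5 minutes at room temperature before a single luminescence read.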
p53ts 32C kill: qHTS Screen for Compounds that Selectively Target Cancer Cells with p53 Mutations: Cytotoxicity of p53ts Cells at the Permissive Temperature | H1299-p53A138V at 32C, ATP luminescence viability, 24 h | Potency, µM (doses to about 46.1 µM), for inactives: top-dose activity change, negative = cytotoxicity, usual class: cytotoxic | actives 0.93% (n = 130,000) | AID 924, 2007;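 further: 0% = DMSO and -100% = full killing by reference compound; nearly all actives have a fitted effect of over 55% in size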
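H1299-p53 A138V cells (temperature-sensitive p53) exposed 24 h to up to 46 uM compound at 32C, where p53 is wild-type in conformation. Viability read as ATP luminescence and normalised to DMSO and 100 uM tamoxifen. AC50 fitted with the Hill equation.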
p53ts 39C kill: qHTS Screen for Compounds that Selectively Target Cancer Cells with p53 Mutations: Cytotoxicity of p53ts Cells at the Nonpermissive Temperature. H1299-p53A138V viability at 39C, ATP luminescence, 24 h. Potency, µM (highest dose often 46.1 µM), inactives show at the top dose activity change, negative = cell killing, usual class: cytotoxic. actives 1.5% (n = 130,000). AID 902, 2007; further: nearly all actives have a fitted effect of over 55% in size
IkB signaling: IkB Signaling. ABC-DLBCL IkBa-CBG/CBR dual luciferase ratio, 4 h; response scale: scaled: untreated 0%, proteasome inhibitor 100%. Potency, µM (series often up to 57.1 µM), for the others: at the top dose IkBa stabilization activation. actives 0.04% (n = 110,000); active means well fitted curve in the direction sought with a large enough effect in the signal ratio, not every such curve was filed as active; inconclusive means small, poorly fitted or top-dose-only effect, or a change in a side signal; the % refers to the signal ratio;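 further: the direction sought is a rising ratio; 0% = basal untreated cells and 100% = reference inhibitor full response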
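Curves were fitted separately to fusion (green), unfused (red) and ratio luminescence, then classed by r2, magnitude and activity. Cells: OCI-Ly3, 4 h compound plus doxycycline at 37C; 10 uM MG-132 defined full response.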
Active calls of the source: *; u = inconclusive; x = not tested or not shown; [ ] = dose if it differs, or a comment. Unless noted, the call rests on the fitted dose curve; in most records, active means well fitted curve in the direction sought with a large enough effect; inconclusive means small, poorly fitted or top-dose-only effect, or another doubt; inactive means no such curve, though single readings can be large; an effect the other way counts as inactive or inconclusive. Unless noted, on the % scale 0 is the no-effect control and ±100 the full control effect; potency means the concentration at half of the fitted maximal effect. Outcome played no part in choosing rows, and some 1.7% of all compounds hit somewhere here.

structure	Imprint erasure	p53ts 32C kill	p53ts 39C kill	IkB signaling
COc1ccc(C2=CC(c3ccc(F)cc3)n3nnnc3N2)cc1 (stereo unspecified)	-14%	-9%	-7%	1.3%
Cc1cccc(C(=O)N2CCc3cc(CNC(=O)CCc4ccccc4)ccc32)c1	u	-15%	-11%	u
N#Cc1c(N)nc2c(c1-c1ccco1)CCCCC2	7%	-4%	-4%	-0.9%
COc1cc2nc(SCc3ccc(F)cc3)n3nc(CCn4c(C)nc5ccccc54)nc3c2cc1OC	7%[10.9 µM]	2%	u	u
O=[N+]([O-])c1cccc(S(=O)(=O)Nc2nc3ccccc3nc2Nc2cccc(S(=O)(=O)N3CCCCC3)c2)c1	x	-27%	-6%	x
CCNc1ncc2ncc(=O)n(C[C@H]3CCCO3)c2n1	x	5%	-15%	1.2%[11.4 µM]
CCCC(=O)NCCCc1nc2ccccc2n1C	-4%	9%	-1%	2.9%
CCOC(=O)N1CCN(CC(=O)c2ccc3c(c2)CCN3C(C)=O)CC1	-9%	1%	11%	12%
CCOCCCNC(=O)C(Cc1ccccc1)NS(=O)(=O)c1ccc2c(c1)c(=O)n(C)c(=O)n2C (stereo unspecified)	-5%[10.9 µM]	11%	20%	23%
Cc1c(-c2nc(-c3ccc4c(c3)OCO4)no2)nnn1-c1cccc(C(F)(F)F)c1	-2%[10.9 µM]	1%	26%	-1.0%
CCOC(=O)c1ccc(NC(=O)CN2CCN(c3ccccc3)CC2)cc1	-5%	-5%	12%	2.2%
CCOc1cc(C(=O)Nc2cc(=O)n(C)c(=O)n2C)cc(OCC)c1OCC	-4%	-1%	3%	0.6%

The listing continues.
structure	Imprint erasure	p53ts 32C kill	p53ts 39C kill	IkB signaling
COc1ccccc1NC(=O)CCNS(=O)(=O)c1ccc2c(c1)CCN2C(=O)C1CC1	-5%[10.9 µM]	-7%	-4%	1.3%
CCC(c1c(C)[nH]oc1=O)c1c(C)[nH]oc1=O	1%	11%	3%	1.2%
CCC(Sc1ccc2nnc(-c3ccc(OC)c(OC)c3)n2n1)C(=O)O (stereo unspecified)	-6%	-5%	-8%	1.5%
COc1ccccc1N1CCN(c2ncnc3onc(-c4cccc(Cl)c4)c23)CC1	18%[10.9 µM]	15%	-5%	9.2%
COc1ccc(OC)c(S(=O)(=O)Nc2ccccc2F)c1	-16%	6%	7%	-1.4%
CCOc1ccc(-n2c(=O)c3c(C)c(C)sc3n(CC(=O)c3ccccc3)c2=O)cc1	-13%[10.9 µM]	18%	20%	4.8%
CCOc1cc(/C=N/NC(=O)c2cc(-c3cccc(OC)c3)n[nH]2)ccc1O	x	3%	-4%	x
Cc1oc(-c2ccccc2F)nc1Cn1c(SCc2ccccc2F)nc2ccncc21	-4%[10.9 µM]	1%	-23%	u
CCC1Oc2ccccc2N(CC(=O)NCCCN2CCN(Cc3ccccc3)CC2)C1=O (stereo unspecified)	-6%	-1%	-2%	1.3%
COCCNC(=O)C(OC(=O)CC1Sc2ccccc2NC1=O)c1ccccc1 (stereo unspecified)	x	2%	4%	x
COc1cccc(-c2nc(CS(=O)(=O)CC(=O)NCCCN3CCN(C)CC3)c(C)o2)c1	13%[10.9 µM]	-1%	-12%	0.9%
Cc1ccc(C)c(N2CCN(C(=O)Cn3ncc4c(=O)oc5ccc(C)cc5c43)CC2)c1	-14%[10.9 µM]	-28%	-29%	8.3%

Next section
structure	Imprint erasure	p53ts 32C kill	p53ts 39C kill	IkB signaling
Cc1nnc(SCc2ccc(F)cc2)n1NC/C=C/c1ccccc1	x	-20%	-13%	x
CCC(=O)N1CCc2cc(S(=O)(=O)NC(CC(C)C)C(=O)Nc3ccc(CC)cc3)ccc21 (stereo unspecified)	-4%[10.9 µM]	11%	-9%	u
Cc1ccc(CNC(=O)CCc2c(C)nc3c(c(C)nn3-c3ccccc3)c2C)cc1	-3%[10.9 µM]	-16%	u	0.7%
CCCC(=O)Nc1ccc(C(=O)NCC(=O)OCC)cc1	-9%	4%	3%	-3.2%
COc1ccc(S(=O)(=O)N2CCSC2c2ccccc2)cc1 (stereo unspecified)	-8%	-5%	2%	8.0%
Cc1nc2c(-c3ccc(F)cc3)c(C)nn2c(C)c1CCC(=O)NCc1ccc(Cl)cc1	-5%[10.9 µM]	-1%	6%	u
Cc1ccc(-c2nnn(CC(=O)N(CC(=O)NC3CCCCC3)c3ccc(F)c(Cl)c3)n2)o1	x	7%	3%	x
Cc1c(NS(=O)(=O)c2ccc3[nH]c(=O)[nH]c3c2)c(=O)n(-c2ccccc2)n1C	-11%	5%	11%	1.4%
COc1ccc(Cl)cc1C(=O)NCc1cnn(C)c1C	x	6%	24%	x
CCCc1nc2nc(C)c(NS(=O)(=O)c3ccc(C)c(C)c3)c(=O)n2[nH]1	-6%[10.9 µM]	-2%	-7%	2.9%
CC(C)CCNc1nc2c(c(=O)[nH]c(=O)n2C)n1CC(O)COC(C)C (stereo unspecified)	-8%	8%	10%	0.4%
Cc1c(CNC2CCCCCC2)c(C(=O)O)c(C)n1Cc1ccc(F)cc1	-4%[10.9 µM]	0%	-1%	u

An excerpt from above in order of their number in IkB signaling, descending.
SMILES,Imprint erasure,IkB signaling
CCCc1nc2nc(C)c(NS(=O)(=O)c3ccc(C)c(C)c3)c(=O)n2[nH]1,-6%[10.9 µM],2.9%
Cc1c(NS(=O)(=O)c2ccc3[nH]c(=O)[nH]c3c2)c(=O)n(-c2ccccc2)n1C,-11%,1.4%
CC(C)CCNc1nc2c(c(=O)[nH]c(=O)n2C)n1CC(O)COC(C)C (stereo unspecified),-8%,0.4%

Three of these compounds, reformatted:
Every second line gives: Imprint erasure | p53ts 32C kill | p53ts 39C kill | IkB signaling
COc1ccccc1N1CCN(c2ncnc3onc(-c4cccc(Cl)c4)c23)CC1
    18%[10.9 µM] | 15% | -5% | 9.2%
COc1ccc(OC)c(S(=O)(=O)Nc2ccccc2F)c1
    -16% | 6% | 7% | -1.4%
CCOc1ccc(-n2c(=O)c3c(C)c(C)sc3n(CC(=O)c3ccccc3)c2=O)cc1
    -13%[10.9 µM] | 18% | 20% | 4.8%

(continued)
SMILES,Imprint erasure,p53ts 32C kill,p53ts 39C kill,IkB signaling
CCOc1ccc(Nc2ncnc3onc(-c4ccc(Cl)cc4)c23)cc1,-8%[10.9 µM],-7%,-3%,u
CC(NC(=O)COc1ccccc1)C(c1ccccc1)N1CCN(C)CC1 (stereo unspecified),-9%,7%,23%,0.6%
Cc1cc(C)n2c(SCC(=O)NCc3ccco3)nnc2n1,-4%,4%,1%,-0.9%
CCCn1ccc2c(OCC(=O)NCc3ccccc3Cl)cccc2c1=O,-5%[10.9 µM],7%,-8%,19%
COC(=O)c1sc2ccccc2c1C(=O)OC,14%,-1%,9%,5.8%
COC(=O)c1c(NC(=O)C2CC=CCC2C(=O)O)sc(C(N)=O)c1C (stereo unspecified),7%,-1%,-12%,4.2%
CCOc1ccccc1CNCc1cccn1-c1nnc(N2CCN(c3ccccc3)CC2)s1,-10%[10.9 µM],-13%,u,u
CCOC(=O)c1c(C)[nH]c(C)c1C(=O)COC(=O)CCOc1ccccc1OC,-11%,0%,-1%,-1.0%
COc1ccc(CC2NCCC3(O)CCCCC23)cc1 (stereo unspecified),-2%,-12%,-3%,0.2%
COCCNC(=O)c1cc2c(Cl)nc3ccc(C)cc3c2s1,-12%[10.9 µM],-2%,0%,-1.0%
CO[C@@H]1/C=C\O[C@@]2(C)Oc3c(C)c(O)c4c(c3C2=O)C(=N[C@H]2CC[C@H](O)O[C@@H]2C)C=C(NC(=O)/C(C)=C\C(=O)[C@@H]2C[C@@H]2[C@@H](O)[C@H](C)[C@@H](O)[C@H](C)[C@H](OC(C)=O)[C@@H]1C)C4=O,-7%[10.9 µM],-5%[9.22 µM],7%[9.22 µM],0.2%[11.4 µM]
COc1ccc(CNC(=O)C2CCCN(S(=O)(=O)c3ccc4c(c3)CCCN4C(C)=O)C2)cc1 (stereo unspecified),-4%[10.9 µM],0%,-11%,u
CCOc1ccc(Br)cc1S(=O)(=O)Nc1ccccc1N1CCOCC1,-10%,18%,14%,2.9%
CCn1c(NCc2c[nH]c3ccccc23)nc2ccccc21,-4%,-6%,-12%,1.5%
COc1ccc(-c2nc(CCNC(=O)c3ccc(Br)o3)cs2)cc1,-8%[10.9 µM],-3%,u,u
CN(C)c1ccc(C(c2ccc(N(C)C)cc2)c2ccc([N+](=O)[O-])cc2)cc1,5%[10.9 µM],0%[9.22 µM],10%[9.22 µM],0.0%[11.4 µM]
Cc1ccc(CNS(=O)(=O)c2cc(Br)cc3c2N(C(=O)C2CC2)CC3)cc1,8%[10.9 µM],2%,21%,u
CCN(CC)CCn1c(=S)[nH]c2cc(Cl)ccc2c1=O,-9%,3%,-3%,-0.4%
COc1ccc(C2CC(=O)c3c([nH]c(C(=O)OC4CCC(C)CC4)c3C)C2)cc1OC (stereo unspecified),5%[10.9 µM],7%,-27%,4.8%
CCOC(=O)N1CCN(C(=O)Cn2ncc3c2-c2ccccc2OC3)CC1,-8%,4%,1%,0.6%

(next part)
SMILES,Imprint erasure,p53ts 32C kill,p53ts 39C kill,IkB signaling
Cc1cccc(-c2nc3c4ccccc4n(CC(=O)Nc4cccc(F)c4)c(=O)n3n2)c1,13%[10.9 µM],-8%,-26%,-1.5%
c1csc(CSc2nnc3sc4ccccc4n23)c1,-35%[inhibitor],-21%,-25%,-0.5%
COc1ccc(Nc2nc3ccccc3c(=O)s2)c(OC)c1,0%,5%,7%,4.7%
COC(=O)c1ccc(C(NC(=O)OCc2ccccc2)/C(F)=C/[C@@H](C)C(=O)NCc2nc3ccccc3s2)cc1 (stereo partly specified),-4%,0%,-11%,x
CCNc1ncc2nc(-c3ccc(F)cc3)c(=O)n(-c3ccccc3)c2n1,u,-9%,-20%,-0.2%[11.4 µM]
N#CCCCSc1nnc(-c2ccc(Cl)cc2)n1-c1ccccc1,-8%,4%,2%,7.4%
COc1cccc(NC(=O)C2C3C=CC4(O3)C2C(=O)N(C2CC2)C4C(=O)NC2CCCCC2C)c1 (stereo unspecified),-10%,-3%,-2%,1.6%
OC1(c2ccccc2)C/C(=N\n2cnnc2)C=C1c1ccccc1 (stereo unspecified),u,4%,1%,0.8%
COc1ccc(C2CC(=O)N(Cc3ccc(F)cc3)c3ccccc3S2)cc1 (stereo unspecified),-7%[10.9 µM],6%,-25%,1.6%
Cc1c(-c2ccc(O)cc2)nn(-c2ccc(O)cc2)c1-c1ccc(OCCN2CCCCC2)cc1,-22%,u,32µM*,u
Cc1ncc(CO)c2c1Oc1nc(-c3ccccc3)nc(SCC(=O)N3CCCCC3)c1C2,-14%[10.9 µM],7%,-8%,u
COC(=O)c1ccc(Oc2cc(C)nc(SC)n2)cc1,-33%[inhibitor],5%,8%,2.0%
COC(=O)C1ON2OC(C(=O)OC)C(C(=O)OC)C2C1CC(C)=O (stereo unspecified),-3%,10%,-7%,2.2%
Cc1ccc(CCNC(=O)c2c[nH]c3ccc(S(=O)(=O)Nc4ccc(C)cc4C)cc3c2=O)cc1,-10%[10.9 µM],u,u,-0.6%
C=C(C)C1Cc2c(C)nn(-c3ccccc3)c2C1 (stereo unspecified),-10%,6%,4%,-1.9%
CSCCC(NC(=O)c1c(C)oc2c1CCCC2)C(=O)O (stereo unspecified),-5%,13%,0%,-1.4%
Cc1ccc(CNC(=O)CCS(=O)(=O)c2cc(Br)cc3c2N(C(=O)C2CC2)CC3)cc1,4%[10.9 µM],16%,-12%,u
